Bioassay records as filed in PubChem.
Salmonella PhoP GFP: Inhibition of PhoP regulon, Salmonella typhi GFP reporter cells, confirmation, 4 h (AID 1850). Salmonella Typhi PhoP-promoter GFP reporter, fluorescence, 4 h; higher % means a stronger effect. inhibition, % at 50 µM, or IC50 in µM where a hit was titrated. 0.33% of 310,000 active; in the data active = a potency from the dose series; inconclusive = inhibition mostly from about 25% at the one dose, without a potency; inactive = the rest, 99 in 100 with inhibition below about 19%;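 also: 0% = induced wells with vehicle and 100% = uninduced wells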
M. tuberculosis: growth inhibition of non-replicating M. tuberculosis (AID 488890); Mycobacterium tuberculosis non-replicating, growth inhibition; higher % means a stronger effect; inhibition, % at 25 µM; hits with a dose series show IC50 in µM; 0.39% of 320,000 active; in the data active = a potency from the dose series; inconclusive = inhibition mostly from about 82% at the one dose, without a potency; inactive = the rest, 99 in 100 with inhibition below about 76%;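 also: plate controls were DMSO cells for no effect and high antibiotic wells for full effect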
VEEV TC-83 Vero: inhibitors of VEEV TC-83 cytopathic effect, confirmation, Vero cells (AID 588727); Vero cells, VEEV TC-83 cytopathic effect inhibition; higher % means a stronger effect; 0.13% of 350,000 active; inhibition, % at 20 µM; hits with a dose series show IC50 in µM; in the data active = a potency from the dose series; inconclusive = inhibition mostly from about 14% at the one dose, without a potency; inactive = the rest, 99 in 100 with inhibition below about 12%; also: strong numbers were not always called active
H37Rv inhibition: M. tuberculosis growth inhibition, HTS (AID 449762); inhibition, % at 25 µM; hits with a dose series show IC50 in µM; M. tuberculosis H37Rv growth inhibition, 7H9 media; higher % means a stronger effect; 0.59% of 330,000 active; in the data active = a potency from the dose series; inconclusive = inhibition above about 70% without an active follow-up result;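 also: bacterial growth assessed after seven days of incubation; strong numbers were not always called active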
H1N1 NS1A inhibition: NS1A inhibition, H1N1 influenza, cell based functional assay (AID 504329) | NS1A functional cell-based assay, percent inhibition; higher % means a stronger effect | inhibition, % at 12.5 µM, or IC50 in µM where a hit was titrated | 0.3% of 340,000 active; in the data active = a potency from the dose series; inconclusive = inhibition above about 27% without an active follow-up result; also: strong numbers were not always called active
VEEV TC-83 Vero 10K pilot screen: further read-out of VEEV TC-83 Vero, marked with its call; inhibition, %; measured here: 10K pilot screen inhibition
* hit, by the source's call; i = inactive; ? = inconclusive; · = not tested or not shown. Rows were taken by chance. Share with any hit: about 1.4%.

SMILES | Salmonella PhoP GFP | M. tuberculosis | VEEV TC-83 Vero | H37Rv inhibition | H1N1 NS1A inhibition | others
CCC(CC)C(=O)Nc1nnc(CCc2ccccc2)s1 | 3% | 14% | 1.0% | 15% | -26%
CCCCn1c(SCC(=O)O)nc2ccccc21 | -4% | 13% | 4.5% | 3% | 4% | VEEV TC-83 Vero 10K pilot screen=0.4
CCC(C)N1C(=O)NC(=O)C2(Cc3c(ccc4ccccc34)N(C)C2)C1=O (configuration not stated) | 4% | 28% | 9.1% | -7% | -5%
CCN(CC(=O)Nc1ccc(OC)cc1)C(=O)c1ccc2c(c1)NC(=O)C(C)S2 (configuration not stated) | 3% | 8% | 2.6% | -15% | -2%
Cc1cccc(CC(C)NC(=O)c2cc(COc3ccc(F)cc3F)on2)n1 (configuration not stated) | 8% | 9% | 2.0% | 11% | 2%
COc1ccc(NC(=O)Nc2ccc(F)cc2)cn1 | 14% | -15% | 0.1% | -5% | -3%
COCCCN1CN(S(=O)(=O)c2ccc(Cl)cc2)c2nc3ccccc3nc21 | 1% | 1% | 6.9% | -8% | -4%
CS(=O)(=O)c1cccc(C(=O)N(CCc2ccccc2)Cc2cccs2)c1 | -25% | 11% | 6.3% | 31% | 10%
CN(CC(=O)Nc1ccc(S(=O)(=O)N2CCOCC2)cc1)Cc1ccc(F)cc1 | · | 6% | i | 3% | -4%
COc1ccc(/C=C/C(=O)NC(=S)N2CCOCC2)cc1 | 2% | -12% | 0.9% | 1% | 8%
Cc1nn(-c2ccccc2)c(C)c1/C=N\N1CCN(c2ccc(Cl)cc2)CC1 | -4% | 7% | 1.1% | 1% | 12%
COc1ccc(C(=O)N/C(=C\c2cn(S(=O)(=O)N(C)C)c3ccccc23)C(=O)NC(C)C)cc1 | 4% | -1% | 1.1% | 2% | -10%
CSCCC(NS(=O)(=O)c1ccc2[nH]c(=O)c(=O)[nH]c2c1)C(=O)O (configuration not stated) | -29% | -12% | i | 3% | -4%
COC(=O)CCC(=O)OC1(C)C(=O)C=C2C=C(C3CC3)N(CCc3ccccn3)C=C2C1=O (configuration not stated) | 6% | 28% | 2.7% | 4% | -6%
CCOC(=O)C1=C(c2ccccc2)N=C2SCC(=O)N2C1c1ccc(O)c(OC)c1 (configuration not stated) | 13% | 17% | 0.4% | 3% | -2%
c1ccc(-c2cc(-c3nc4ccccc4[nH]3)c3ccccc3n2)cc1 | -6% | 37% | 7.0% | 40% | 2%
O=C(Nc1ccc2c(c1)OCCO2)C1CCCN(S(=O)(=O)c2cccc3nsnc23)C1 (configuration not stated) | -8% | -3% | i | -5% | 6%
CCCCN1C(=O)c2ccc(C(=O)Nc3ccc(C)c(S(=O)(=O)N(C)C)c3)cc2C1=O | -4% | 24% | 2.6% | 0% | 12%
Cc1ccc(C2C(C#N)=C(N)Oc3cc(C)oc(=O)c32)o1 (configuration not stated) | -3% | 14% | 5.9% | 4% | -2%
O=S(=O)(NCCCN1CCOCC1)c1ccc2ccccc2c1 | -3% | 5% | 0.9% | -2% | -6%
CC(=O)c1cc2c(cc1NC(=O)Cn1cnc3ccccc3c1=O)OCO2 | · | -19% | 3.2% | 7% | 3%
CCN(CC)C(=O)Cn1cnc2sc(C)c(S(=O)(=O)N3CCC(C)CC3)c2c1=O | 8% | -2% | 0.7% | 7% | -11%
Cc1cccc(C)c1NC(=O)N1CC(C)OC(C)C1 (configuration not stated) | 3% | 0% | i | 1% | -18%
O=C(c1cc(-c2ccc(Cl)cc2Cl)on1)N1CCOCC1 | 6% | 5% | 0.7% | 0% | -19%
Cc1cccc(NS(=O)(=O)c2ccc(C(=O)N3CCCC3)cc2)c1C | 2% | -28% | 1.5% | -9% | -1%
CC(C)CC(NC(=O)C(CC(C)C)NC(=O)OC(C)(C)C)C(=O)O (configuration not stated) | -4% | -14% | 2.0% | 0% | -6%
Cc1oc(-c2ccccc2)nc1CN1C(=O)CN=C(c2ccccc2)c2ccccc21 | · | 24% | 7.5% | -6% | 7%
CC(=O)c1ccc(OCC(C)Oc2ccc(C#N)cc2)cc1 (configuration not stated) | 14% | 51% | 0.4% | 6% | 5%
Cc1ccc(NC(=O)Nc2nnc(-c3ccncc3)s2)cc1 | -22% | 66% | 8.8% | 10% | 7%
ClC(Cl)(c1nnnn1-c1ccccc1)c1nnnn1-c1ccccc1 | 1% | ? | i | ? | -3%
COCCNC(=S)NC(=O)c1ccc(C(C)(C)C)cc1 | -8% | ? | 5.5% | -4% | 4%
O=C(NCc1ccc2c(c1)OCO2)c1cc(-c2ccncc2)nc2ccccc12 | -5% | 4% | ? | -4% | 8%
Cc1cc(NC(=O)CCC(=O)N(c2ccc(F)cc2)C(C(=O)NC2CCCC2)c2ccccc2)no1 (configuration not stated) | 0% | -8% | i | 2% | -2%
COC(=O)c1ccccc1NC(=O)NN1CCN(C)CC1 | -2% | -12% | 0.4% | -6% | -17%
O=C(CSc1cccc[n+]1[O-])Nc1cc(Cl)ccc1[N+](=O)[O-] | · | 14% | 2.2% | 4% | -15%
CCOC(=O)CCCCC(=O)c1[nH]c(=O)[nH]c1CSc1nnc2c3cc(Br)ccc3n(C)c2n1 | 3% | -1% | · | 1% | ·
COC(=O)c1cc(NC(=O)CCc2c(C)nc3ncnn3c2C)cc(C(=O)OC)c1 | -9% | -6% | 6.5% | -6% | 0%
C=C(C)[C@H]1CN[C@H](C(=O)O)[C@H]1CC(=O)O | 20% | -20% | i | 0% | 3%
CC(NC(=O)CCc1nnc(-c2ccc(-c3ccccc3)cc2)o1)c1nccs1 (configuration not stated) | 1% | 6% | 4.0% | 69% | -19%
CN1CCN(C2=NCCO2)CC1 | 11% | -23% | 0.9% | 2% | -20%
CCOc1ccccc1C(=O)NCC(=O)NCCc1ccc(S(N)(=O)=O)cc1 | 0% | 2% | 0.2% | -2% | 8%
O=C(Nc1ccc(C(=O)N2CCCCC2)cc1)C1CCCC1 | · | · | 0.7% | · | -13%
CCOC(=O)C1=C(CS(=O)(=O)c2ccc(C)cc2)NC(=O)NC1c1ccc(O)c(OC)c1 (configuration not stated) | 0% | 14% | 0.1% | 9% | -2%
CC(=O)N1c2cc3ccccc3cc2N(C(C)=O)c2cc3ccccc3cc21 | · | · | 1.0% | · | 1%
O=S(=O)(c1ccc(Br)s1)N1CCC2(CC1)OCCO2 | -5% | -11% | 0.9% | 0% | -11%

Quoted at random: 2 entries already listed.
SMILES | Salmonella PhoP GFP | M. tuberculosis | VEEV TC-83 Vero | H37Rv inhibition | H1N1 NS1A inhibition | others
CC(NC(=O)CCc1nnc(-c2ccc(-c3ccccc3)cc2)o1)c1nccs1 (configuration not stated) | 1% | 6% | 4.0% | 69% | -19%
CCOC(=O)C1=C(CS(=O)(=O)c2ccc(C)cc2)NC(=O)NC1c1ccc(O)c(OC)c1 (configuration not stated) | 0% | 14% | 0.1% | 9% | -2%

Grouped by structure: the entries above containing an NH in an aromatic ring.
SMILES | Salmonella PhoP GFP | M. tuberculosis | VEEV TC-83 Vero | H37Rv inhibition | H1N1 NS1A inhibition | others
CSCCC(NS(=O)(=O)c1ccc2[nH]c(=O)c(=O)[nH]c2c1)C(=O)O (configuration not stated) | -29% | -12% | i | 3% | -4%
c1ccc(-c2cc(-c3nc4ccccc4[nH]3)c3ccccc3n2)cc1 | -6% | 37% | 7.0% | 40% | 2%
CCOC(=O)CCCCC(=O)c1[nH]c(=O)[nH]c1CSc1nnc2c3cc(Br)ccc3n(C)c2n1 | 3% | -1% | · | 1% | ·

New compounds follow
SMILES | Salmonella PhoP GFP | M. tuberculosis | VEEV TC-83 Vero | H37Rv inhibition | H1N1 NS1A inhibition | others
CC(=O)c1c(C)n(-c2ccccc2)c2ccc(OCC(O)CN3CCOCC3)cc12 (configuration not stated) | 3% | 3% | 0.2% | -12% | -1%
O=C(Nc1nc2ccccc2s1)c1ccc([N+](=O)[O-])o1 | -6% | · | 4.3% | ? | -20%
Cc1ccc(C(=O)N(CC(C)C)c2c(N)n(Cc3ccccc3)c(=O)[nH]c2=O)o1 | -4% | 3% | 7.6% | 0% | 7%
COc1ccc(C2c3[nH]c4ccccc4c3C[C@H]3C(=O)N(c4ccccc4C(=O)N4CCC(C(=O)O)CC4)C(=O)N23)cc1 (some centres not stated) | -9% | 1% | 0.4% | -13% | -6%
COc1ccccc1C(C#N)N1N=C(C)CC1c1ccccc1 (configuration not stated) | -6% | 26% | 0.1% | -7% | 3%
CCOC(=O)c1c(NC(=O)C2CCN(S(=O)(=O)c3ccc(Cl)cc3)CC2)sc2c1CCCC2 | -8% | -9% | 0.5% | 12% | -6%
O=C(COC(=O)CSc1ccc([N+](=O)[O-])cc1)NCCC1=CCCCC1 | · | 33% | 1.2% | -5% | -3%
O=c1c(F)cn(C2CCCO2)c(=O)n1Cc1ccccc1F (configuration not stated) | -3% | -2% | 0.7% | 12% | 4%
O=C(C1CCCCC1)N1CCN(S(=O)(=O)c2ccc(Br)cc2)CC1 | 6% | 36% | 2.3% | 10% | -1%
CC1CCN(C(=O)COC(=O)Cn2cnc3ccccc32)CC1 | · | -4% | 2.4% | -4% | 7%
COc1ccc(-c2nc(C#N)c(NCc3ccccc3Cl)o2)cc1OC | 20% | 1% | 0.1% | -2% | 0%
Cc1[nH][nH]c(=O)c1C(c1ccc(-c2ccc(F)cc2)o1)c1c(C)[nH][nH]c1=O | 7% | 8.5µM* | 5.3% | ? | 15%
CN(C)S(=O)(=O)Oc1ccsc1C(=O)Nc1ccc(Cl)cc1 | 10% | 54% | 3.3% | 7% | 14%
COc1ccc(CCNc2cc(C)nc3c(-c4ccccc4)cnn23)cc1OC | -9% | 55% | 26% | 0% | -7%
Cc1nccn1Cc1cccc2ccccc12 | 1% | -7% | 0.4% | 6% | -4%

4 structures out of the list, sorted by SMILES length, falling.
SMILES | Salmonella PhoP GFP | M. tuberculosis | VEEV TC-83 Vero | H37Rv inhibition | H1N1 NS1A inhibition | others
COc1ccc(C2c3[nH]c4ccccc4c3C[C@H]3C(=O)N(c4ccccc4C(=O)N4CCC(C(=O)O)CC4)C(=O)N23)cc1 (some centres not stated) | -9% | 1% | 0.4% | -13% | -6%
Cc1nn(-c2ccccc2)c(C)c1/C=N\N1CCN(c2ccc(Cl)cc2)CC1 | -4% | 7% | 1.1% | 1% | 12%
O=C(C1CCCCC1)N1CCN(S(=O)(=O)c2ccc(Br)cc2)CC1 | 6% | 36% | 2.3% | 10% | -1%
Cc1cccc(C)c1NC(=O)N1CC(C)OC(C)C1 (configuration not stated) | 3% | 0% | i | 1% | -18%

By substructure: those above containing an aryl thioether with sulfur outside any ring (four)
SMILES | Salmonella PhoP GFP | M. tuberculosis | VEEV TC-83 Vero | H37Rv inhibition | H1N1 NS1A inhibition | others
CCCCn1c(SCC(=O)O)nc2ccccc21 | -4% | 13% | 4.5% | 3% | 4% | VEEV TC-83 Vero 10K pilot screen=0.4
O=C(CSc1cccc[n+]1[O-])Nc1cc(Cl)ccc1[N+](=O)[O-] | · | 14% | 2.2% | 4% | -15%
CCOC(=O)CCCCC(=O)c1[nH]c(=O)[nH]c1CSc1nnc2c3cc(Br)ccc3n(C)c2n1 | 3% | -1% | · | 1% | ·
O=C(COC(=O)CSc1ccc([N+](=O)[O-])cc1)NCCC1=CCCCC1 | · | 33% | 1.2% | -5% | -3%

The list continues:
SMILES | Salmonella PhoP GFP | M. tuberculosis | VEEV TC-83 Vero | H37Rv inhibition | H1N1 NS1A inhibition | others
COc1ccc(C2c3c(ncn(CCCN4CCOCC4)c3=N)Oc3ccc4ccccc4c32)cc1OC (configuration not stated) | 5% | 39% | 24µM* | 3% | 6%
CC(=O)N1CCN(CCN=Cc2c(O)n(-c3ccc(F)cc3)c(=S)[nH]c2=O)CC1 | 3% | -3% | 1.7% | -1% | -5%
Cc1ccc(Cl)cc1N1CCN(S(=O)(=O)c2ccc(-c3ccc(=O)[nH]n3)o2)CC1 | 0% | -2% | 1.2% | 1% | 6%
COc1ccc(N(C)S(=O)(=O)c2cccc(C(=O)Nc3nnc(C4CC4)s3)c2)cc1 | -3% | 25% | 12% | 15% | 9%
Cc1nc2ccccc2n1CC(=O)NCc1ccccc1 | -13% | 10% | i | -8% | -2% | VEEV TC-83 Vero 10K pilot screen=0.0
O=C1CCC[C@@H]2Cc3nc4ccccc4cc3[C@@H]3CCN1[C@H]23 | · | · | i | · | 4%
COc1cccc(CC(NC(C)=O)C(=O)NC2CCN(C(=O)NCc3ccccc3)CC2)c1 (configuration not stated) | · | · | 0.5% | · | 6%
O=C(COC(=O)C1=COCCO1)NCCCc1ccccc1 | -2% | 12% | 0.3% | ? | -5%
CC(=O)NNS(=O)(=O)c1ccccc1[N+](=O)[O-] | -7% | -18% | 2.0% | 4% | -1%
